Screens: PubChem BioAssay, several laboratories
NPR1 activator = GC-A (human) enzyme activation | P16066 | HEK293 GC-A cells, cGMP TR-FRET, EC30 ANP; 0% at EC30 ANP, 100% saturating ANP | activation, % at 10 µM | 370,000 compounds, 0.14% hits; in the data active = activation above about 40%
hgDAF-12 ag = hgDAF-12 agonism, primary luciferase screen; HEK293 GAL4-hgDAF12 UAS-luciferase reporter, agonist luminescence; normalized to butyrate control; activation, % at 6.8 µM; 370,000 compounds, 1.8% hits; AID 687014;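 active = activation above a cutoff set at the mean of all screened compounds plus 3 SD, cut at about 10% in these data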;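 also: 0% = DMSO wells and 100% = sodium butyrate wells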
DAX1 inh-1 = NR0B1 (DAX1) inhibition | HEK293 Gal4-DAX1 luciferase reporter, luminescence | inhibition, % at 6.75 µM | 340,000 compounds, 0.99% hits | AID 504766;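 active = inhibition above the mean over all tested compounds plus 3 SD, cut at about 4.2% in these data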;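 also: 0% = DAX1-transfected cells with DMSO and 100% = empty-vector control cells with DMSO; inhibition shows as a rise in luminescence from relieved DAX1 repression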
Target sequence (P51843 207-470 limits assumed): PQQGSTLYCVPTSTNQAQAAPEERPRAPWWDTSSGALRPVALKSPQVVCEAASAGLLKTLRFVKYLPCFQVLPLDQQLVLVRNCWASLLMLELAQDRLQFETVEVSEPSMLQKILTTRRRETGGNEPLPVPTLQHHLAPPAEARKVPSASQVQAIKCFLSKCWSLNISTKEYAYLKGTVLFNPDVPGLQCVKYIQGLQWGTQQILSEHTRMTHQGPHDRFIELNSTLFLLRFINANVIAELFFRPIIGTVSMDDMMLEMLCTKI
ADAM17 inh = ADAM17 inhibition, QFRET primary screen; 370,000 compounds, 0.83% hits; recombinant ADAM17, EDANS/DABCYL FRET peptide cleavage; inhibition, % at 6.95 µM; P78536; AID 720648;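 active = inhibition above the mean of compounds lying between control limits plus 3 SD, set per campaign, cut at about 8.5% in these data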;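 also: 0% = DMSO-only wells as the low control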
Target sequence (P78536 215-824 limits assumed): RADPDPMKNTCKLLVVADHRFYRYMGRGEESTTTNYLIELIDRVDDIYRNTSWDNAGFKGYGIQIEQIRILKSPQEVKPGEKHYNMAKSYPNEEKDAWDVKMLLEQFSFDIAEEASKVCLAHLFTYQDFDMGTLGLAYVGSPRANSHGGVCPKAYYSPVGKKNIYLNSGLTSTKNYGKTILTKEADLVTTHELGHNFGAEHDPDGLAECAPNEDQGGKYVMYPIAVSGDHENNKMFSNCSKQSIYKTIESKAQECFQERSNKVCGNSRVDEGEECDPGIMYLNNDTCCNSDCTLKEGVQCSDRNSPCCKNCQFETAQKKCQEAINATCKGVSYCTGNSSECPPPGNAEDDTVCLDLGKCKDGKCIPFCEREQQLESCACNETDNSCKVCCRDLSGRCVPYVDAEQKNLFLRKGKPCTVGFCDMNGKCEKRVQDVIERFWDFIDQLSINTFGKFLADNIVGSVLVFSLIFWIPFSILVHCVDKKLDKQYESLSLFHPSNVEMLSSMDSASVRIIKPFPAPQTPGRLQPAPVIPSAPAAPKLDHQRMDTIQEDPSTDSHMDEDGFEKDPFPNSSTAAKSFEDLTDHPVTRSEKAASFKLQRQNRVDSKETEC
FXN GAA850 act = activators of GAA850 frataxin (FXN) promoter; 360,000 compounds, 0.56% hits; HEK293 lucGAA850 FXN promoter luciferase reporter, 24 h; percent of 10 µM SAHA response; activation, % at 6 µM;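 active = activation above the average of all compounds screened plus 3 SD, cutoff fixed separately per campaign, cut at about 7.5% in these data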;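 also: 0% = DMSO wells and 100% = 10 µM SAHA wells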
ADAM10 inh = inhibits human ADAM10; recombinant ADAM10, EDANS/DABCYL FRET peptide cleavage, 3 h; O14672; inhibition, % at 7 µM; 370,000 compounds, 0.62% hits;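 active = inhibition above a per-campaign cutoff equal to the mean of compounds falling between control-based bounds plus 3 SD, cut at about 20% in these data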;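 also: 0% = DMSO wells while the 100% control is not disclosed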
SMARCA2 activ = activators of SMARCA2 function; MG213 cells, MMTV-luciferase reporter, dexamethasone, overnight; activation, % at 9.1 µM; 370,000 compounds, 1% hits; in the data active = activation above about 7.8%;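 also: 0% = vehicle wells and 100% = reference activator wells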
DAX1 inh-2 = DAX1 (NR0B1) inhibition, primary screen; HEK293T StAR-luciferase reporter, SF-1/DAX-1 repression relief; inhibition, % at 6.8 µM; 370,000 compounds, 1.1% hits; AID 652010;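 active = inhibition above the mean over all tested compounds plus 3 SD, cut at about 3.6% in these data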;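 also: 0% = DAX-1 cells with DMSO and 100% = cells lacking DAX-1 with DMSO; higher inhibition means more luminescence from relief of DAX-1 repression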
PG9 binder = PG9 antibody binding by small molecule; TR-FRET gp120-PG9 antibody binding; inhibition, % at 6.7 µM; 360,000 compounds, 0.43% hits; AID 624416; in the data active = inhibition above about 8.5%
hcDAF12 agonist = activators of H. contortus DAF-12 nuclear receptor; HEK293 hcDAF-12 lit1-tk-luc reporter, luminescence; 0% DMSO, 100% Δ7-dafachronic acid; activation, % at 6.8 µM; 370,000 compounds, 1.4% hits; AID 652067;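 active = activation above the mean of all tested compounds plus 3 SD, cut at about 5.5% in these data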;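 also: 100% = response to 3 µM Δ7-dafachronic acid high control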
ssDAF12 agonist = activators of S. stercoralis DAF-12 nuclear receptor; HEK293 ssDAF-12/GRIP1 lit1-tk-luc reporter, luminescence; % of 3 µM dafachronic acid response; 370,000 compounds, 1% hits; activation, % at 6.8 µM;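 active = activation above the mean over all tested compounds plus 3 SD, cut at about 0.9% in these data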;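 also: 0% = DMSO-only wells and 100% = 3 µM delta7-dafachronic acid wells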
Numbers without * were called inactive.

Screening CC(C)(C)CC(=O)Nc1cc(S(=O)(=O)N2CCOCC2)ccc1N1CCCC1 returned NPR1 activator 3, hgDAF-12 ag -2.5, DAX1 inh-1 0.0, ADAM17 inh -1, FXN GAA850 act 0.4, ADAM10 inh 5, SMARCA2 activ 7, DAX1 inh-2 0.0, PG9 binder 1.0, hcDAF12 agonist 0.5 and ssDAF12 agonist -0.7.
`O=C(Nc1cccc(-c2cn3ccccc3n2)c1)c1ccccc1` gave NPR1 activator 5, hgDAF-12 ag 3.9, DAX1 inh-1 -0.5, ADAM17 inh -3, FXN GAA850 act 6.3, ADAM10 inh -5, SMARCA2 activ 6, DAX1 inh-2 0.9, PG9 binder -0.7, hcDAF12 agonist -1.1 and ssDAF12 agonist -1.5.
`CCN(CC)CCCN1C(=O)C(=O)/C(=C(/O)c2ccc3c(c2)OCCO3)C1c1ccc(C)o1` (stereo not drawn) gave NPR1 activator -3, hgDAF-12 ag 5.1, ADAM17 inh -7, ADAM10 inh -5, SMARCA2 activ 7, DAX1 inh-2 0.7, PG9 binder -1.1, hcDAF12 agonist 0.2 and ssDAF12 agonist -0.9.
`Cc1ccc([N+](=O)[O-])cc1NC(=O)CN(C1CCCCC1)S(=O)(=O)c1ccc(Cl)cc1` gave NPR1 activator -9, hgDAF-12 ag 2.7, DAX1 inh-1 0.7, ADAM17 inh 3, FXN GAA850 act 4.4, ADAM10 inh 19, SMARCA2 activ 1, DAX1 inh-2 -0.5, PG9 binder 1.0, hcDAF12 agonist 2.2 and ssDAF12 agonist -0.6.
For COC(=O)c1c(NC(=S)Nc2cc(OC)c(Cl)cc2OC)sc2c1CCCCC2 the results were NPR1 activator -1, hgDAF-12 ag 2.4, DAX1 inh-1 -0.5, ADAM17 inh 0, FXN GAA850 act -1.3, ADAM10 inh 9, SMARCA2 activ -3, DAX1 inh-2 0.4, PG9 binder 3.0, hcDAF12 agonist 1.2 and ssDAF12 agonist -0.7.
`Cc1ccc(NC(=O)CCC(=O)N/N=C/c2coc3ccc(F)cc3c2=O)cc1` gave NPR1 activator 1, hgDAF-12 ag 3.1, DAX1 inh-1 -0.4, ADAM17 inh -3, FXN GAA850 act 1.6, ADAM10 inh 3, SMARCA2 activ -1, DAX1 inh-2 0.8, PG9 binder -1.1, hcDAF12 agonist -0.6 and ssDAF12 agonist -1.1.
`O=C(CSc1nnc(-c2ccncc2)n1C1CCCCC1)Nc1ccccc1` gave NPR1 activator -1, hgDAF-12 ag 3.1, DAX1 inh-1 -0.8, ADAM17 inh 6, FXN GAA850 act -1.9, ADAM10 inh 7, SMARCA2 activ -3, DAX1 inh-2 1.1, PG9 binder 0.6, hcDAF12 agonist 0.2 and ssDAF12 agonist -1.0.
CCc1noc(C)c1C(=O)OCC(=O)NC(=O)c1ccccc1 was read as NPR1 activator -1, hgDAF-12 ag 2.0, DAX1 inh-1 -0.1, ADAM17 inh 2, FXN GAA850 act -2.1, ADAM10 inh 3, SMARCA2 activ -1, DAX1 inh-2 2.2, PG9 binder -1.8, hcDAF12 agonist -0.9 and ssDAF12 agonist -1.0.
CCCCN(CC)Cc1ccc(CNC(=O)Nc2ccccc2)o1 was read as NPR1 activator 2, hgDAF-12 ag 3.0, DAX1 inh-1 -0.2, ADAM17 inh -5, FXN GAA850 act 0.8, ADAM10 inh -1, SMARCA2 activ -2, DAX1 inh-2 -0.3, PG9 binder -2.3, hcDAF12 agonist 1.6 and ssDAF12 agonist -1.7.
Screening COC(=O)c1ccc(CSc2nnc(CNC(=O)c3ccccc3F)o2)o1 returned NPR1 activator 1, hgDAF-12 ag 0.5, DAX1 inh-1 1.1, ADAM17 inh 1, FXN GAA850 act -0.8, ADAM10 inh 6, SMARCA2 activ 1, DAX1 inh-2 -0.5, PG9 binder 0.8, hcDAF12 agonist 0.1 and ssDAF12 agonist -1.4.
Screening COCCN1C=C2C(=O)C(C)(OC(=O)C3CCCC3)C(=O)C(c3ccccc3)=C2C=C1CCCC(=O)OC (stereo not drawn) returned NPR1 activator 1, hgDAF-12 ag -1.4, DAX1 inh-1 3.1, ADAM17 inh -4, FXN GAA850 act -0.8, ADAM10 inh -3, SMARCA2 activ 0, DAX1 inh-2 -0.3, PG9 binder 0.9, hcDAF12 agonist -1.5 and ssDAF12 agonist -0.9.
Screening COc1ccc(CC(=O)OCC(=O)N(CC(C)C)c2c(N)n(Cc3ccccc3)c(=O)[nH]c2=O)cc1 returned NPR1 activator -2, hgDAF-12 ag 5.2, DAX1 inh-1 -2.0, ADAM17 inh 2, FXN GAA850 act -0.7, ADAM10 inh -1, SMARCA2 activ 0, DAX1 inh-2 3.4, PG9 binder -1.5, hcDAF12 agonist -0.9 and ssDAF12 agonist -0.7.
Screening Cc1nc2ccc(NC(=O)c3cccc(S(=O)(=O)N4CCOCC4)c3)cc2s1 returned NPR1 activator -3, hgDAF-12 ag -5.0, DAX1 inh-1 -1.7, ADAM17 inh -2, FXN GAA850 act -0.8, ADAM10 inh -24, SMARCA2 activ -5, DAX1 inh-2 -2.2, PG9 binder -0.3, hcDAF12 agonist -3.4 and ssDAF12 agonist -1.7.
`CCc1nnc(SC(C)C(=O)Nc2nccs2)n1C` (stereo not drawn) gave NPR1 activator 4, hgDAF-12 ag 1.3, DAX1 inh-1 0.2, ADAM17 inh -6, FXN GAA850 act 0.9, ADAM10 inh -12, SMARCA2 activ 2, DAX1 inh-2 0.3, PG9 binder 1.6, hcDAF12 agonist -0.4 and ssDAF12 agonist -0.5.
`Cc1cccc(NC(=O)CNC(=O)COC(=O)CCS(=O)(=O)c2ccccc2)c1C` gave NPR1 activator 1, hgDAF-12 ag 0.2, DAX1 inh-1 0.5, ADAM17 inh 1, FXN GAA850 act 1.4, ADAM10 inh 0, SMARCA2 activ 1, DAX1 inh-2 0.8, PG9 binder -0.6, hcDAF12 agonist 0.3 and ssDAF12 agonist -0.8.
O=C(c1ccco1)[C@@H]1[C@@H]2C(=O)N(c3ccccc3)C(=O)[C@@H]2C2c3ccccc3C=CN21 (stereo partly drawn) was read as NPR1 activator -2, hgDAF-12 ag 2.9, DAX1 inh-1 -0.8, ADAM17 inh -7, FXN GAA850 act 0.2, ADAM10 inh -12, SMARCA2 activ 2, DAX1 inh-2 0.5, PG9 binder -1.1, hcDAF12 agonist 3.0 and ssDAF12 agonist 0.0.
For COC(=O)c1ccc(CSc2nnc(Nc3ccc(C)cc3)s2)o1 the results were NPR1 activator 8, hgDAF-12 ag -0.5, DAX1 inh-1 0.7, ADAM17 inh -3, FXN GAA850 act 0.8, ADAM10 inh 11, SMARCA2 activ 0, DAX1 inh-2 0.2, PG9 binder 1.1, hcDAF12 agonist 0.4 and ssDAF12 agonist -1.1.
For O=C1C2ON(c3ccccc3)C(c3ccncc3)C2C(=O)N1c1ccc(N2CCOCC2)cc1 (stereo not drawn) the results were NPR1 activator 4, hgDAF-12 ag -0.2, DAX1 inh-1 1.1, ADAM17 inh 2, FXN GAA850 act -2.6, ADAM10 inh 1, SMARCA2 activ -4, DAX1 inh-2 0.0, PG9 binder 0.2, hcDAF12 agonist -0.4 and ssDAF12 agonist -1.5.
For Cc1ccc(NC(=O)Nc2nnc(-c3ccncc3)s2)cc1C the results were NPR1 activator 2, hgDAF-12 ag 2.1, DAX1 inh-1 -0.6, ADAM17 inh -3, FXN GAA850 act -3.4, ADAM10 inh 2, SMARCA2 activ -4, DAX1 inh-2 -1.4, PG9 binder -0.5, hcDAF12 agonist -1.5 and ssDAF12 agonist -1.2.
`NS(=O)(=O)c1ccc(N2CCCCCC2)c([N+](=O)[O-])c1` gave NPR1 activator 1, hgDAF-12 ag 2.5, ADAM17 inh -1, FXN GAA850 act 0.9, ADAM10 inh -3, SMARCA2 activ -2, DAX1 inh-2 -0.6, PG9 binder -3.5, hcDAF12 agonist 0.1 and ssDAF12 agonist -1.2.
Screening Cc1ccc(C(c2ccc(C)c(C)c2)C(O)C2OC(=O)C(O)C2O)cc1C (stereo not drawn) returned NPR1 activator -5, hgDAF-12 ag 3.4, DAX1 inh-1 0.2, ADAM17 inh -4, FXN GAA850 act -1.4, ADAM10 inh -10, SMARCA2 activ -2, DAX1 inh-2 -0.1, PG9 binder 0.0, hcDAF12 agonist 1.8 and ssDAF12 agonist -0.5.
Screening CSc1nsc(/C=C/Nc2ccc(O)cc2C)c1C#N returned NPR1 activator -2, hgDAF-12 ag -2.5, DAX1 inh-1 0.4, ADAM17 inh 0, FXN GAA850 act 2.5, ADAM10 inh 8, SMARCA2 activ -1, DAX1 inh-2 0.3, PG9 binder -2.3, hcDAF12 agonist -0.4 and ssDAF12 agonist -1.2.
For COc1ccc(N(CC(=O)Nc2cccc(C)c2)S(=O)(=O)c2c(C)n[nH]c2C)cc1 the results were NPR1 activator -5, hgDAF-12 ag 0.0, DAX1 inh-1 -1.8, ADAM17 inh 0, FXN GAA850 act 3.5, ADAM10 inh 8, SMARCA2 activ -2, DAX1 inh-2 -0.7, PG9 binder -1.1, hcDAF12 agonist -1.3 and ssDAF12 agonist -0.7.
`O=C(N/N=C/c1ccccc1)c1ccc(CN2C(=O)c3cccc4cccc2c34)cc1` gave NPR1 activator 7, hgDAF-12 ag 0.4, DAX1 inh-1 0.6, ADAM17 inh -16, FXN GAA850 act 2.2, ADAM10 inh -78, SMARCA2 activ -5, DAX1 inh-2 0.0, PG9 binder -1.7, hcDAF12 agonist 0.5 and ssDAF12 agonist -0.5.
Screening Cn1c(C(=O)NCCCN2CCOCC2)cc2c(=O)n(C)c3ccccc3c21 returned NPR1 activator 4, hgDAF-12 ag -2.0, DAX1 inh-1 2.5, ADAM17 inh -10, FXN GAA850 act 2.4, ADAM10 inh -49, SMARCA2 activ -1, DAX1 inh-2 1.4, PG9 binder -0.1, hcDAF12 agonist -0.8 and ssDAF12 agonist -1.1.
For CCOc1cccc(CN2CCCC(CNC(=O)c3cccc(OC)c3OC)C2)c1 (stereo not drawn) the results were NPR1 activator -16, hgDAF-12 ag 0.0, DAX1 inh-1 -1.2, ADAM17 inh -7, FXN GAA850 act 1.6, ADAM10 inh -13, SMARCA2 activ -3, DAX1 inh-2 -0.3, PG9 binder 1.5, hcDAF12 agonist 0.7 and ssDAF12 agonist -1.1.
For Cc1cc(C)n2ncc(C(=O)Nc3ccc4c(c3)OCO4)c2n1 the results were NPR1 activator 10, hgDAF-12 ag 0.8, DAX1 inh-1 -0.1, ADAM17 inh -2, FXN GAA850 act 0.3, ADAM10 inh -6, SMARCA2 activ 2, DAX1 inh-2 0.1, PG9 binder -2.1, hcDAF12 agonist 0.9 and ssDAF12 agonist -0.9.
`O=S1(=O)C[C@H](N2CCN(CCO)CC2)[C@@H](COCc2ccccc2)N1` gave NPR1 activator 0, hgDAF-12 ag -2.1, ADAM17 inh 1, ADAM10 inh 2, SMARCA2 activ 8.1*, DAX1 inh-2 0.6, PG9 binder 0.2, hcDAF12 agonist -1.2 and ssDAF12 agonist -0.8.
